NCOA2 inhibitor = human SRC2 (NCOA2) inhibition; 370,000 tested, 0.17% active; Q15596; HEK293 GAL4-SRC2 luciferase reporter, luminescence; inhibition, % at 9 µM;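 active means inhibition above the mean inhibition of all tested compounds plus 3 SD, set per campaign, cut at about 52% in these data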;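 further: 0% = DMSO treated cells and 100% = cells given Gossypol at 36 µM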
Exocytosis inh = blocks lytic granule exocytosis; TALL-104 LAMP-1 surface exposure, flow cytometry; cells stimulated with thapsigargin and PMA; inhibition, % at 10 µM; 360,000 tested, 0.66% active; AID 651702;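 active means inhibition above about 55%, limit read from the data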
ABHD5 PLIN5 PPI = ABHD5-PLIN5 protein interaction inhibition; Q00G26+Q8WTS1; Split G. princeps luciferase complementation, luminescence, 4 h; inhibition, % at 4 µM; 360,000 tested, 0.78% active;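 active means inhibition above the mean inhibition across every tested compound plus 3 SD, cut at about 22% in these data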;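 further: 0% = DMSO only wells and the 100% control is not disclosed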
TROY NFkB inh = blocks TROY-dependent signaling in reporter cells; inhibition, % at 10 µM; 360,000 tested, 0.98% active; Q293 LMP1-TROYcd NF-kB luciferase reporter, 4 h;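 active means compounds whose plate-normalised and pattern-corrected inhibition of the luciferase reporter signal at the single screening dose is 50% or more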
NR5A2 inv ag = NR5A2 inverse agonism in reporter assay; HEK293T StAR-luciferase reporter, LRH-1 transfected, 24 h; AID 602396; 360,000 tested, 0.13% active; inhibition, % at 3.6 µM; O00482;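 active means inhibition above the mean inhibition of all tested compounds plus 3 SD, cut at about 73% in these data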;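 further: 0% = DMSO wells and 100% = reporter-only cells lacking LRH-1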
TWEAK Fn14 block = TWEAK-Fn14 signaling inhibition; TWEAK-stimulated Fn14 reporter cells, luciferase luminescence, 8 h; inhibition, % at 10 µM; 360,000 tested, 2% active; AID 1159606; in the data active means inhibition above about 50%
NCOA1 inh = inhibitors of human steroid receptor coactivator 1 (SRC1) | AID 588354 | inhibition, % at 3.6 µM | HEK293 GAL4-SRC1 luciferase reporter, luminescence | 360,000 tested, 0.12% active | Q15788;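 active means inhibition above the campaign mean plus 3 SD, with each screening campaign given its own cutoff, cut at about 60% in these data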;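 further: 0% = DMSO treated cells and 100% = gossypol at 36 µM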
Target sequence (Q15788 whole entry, looked up, the tested form may be a part): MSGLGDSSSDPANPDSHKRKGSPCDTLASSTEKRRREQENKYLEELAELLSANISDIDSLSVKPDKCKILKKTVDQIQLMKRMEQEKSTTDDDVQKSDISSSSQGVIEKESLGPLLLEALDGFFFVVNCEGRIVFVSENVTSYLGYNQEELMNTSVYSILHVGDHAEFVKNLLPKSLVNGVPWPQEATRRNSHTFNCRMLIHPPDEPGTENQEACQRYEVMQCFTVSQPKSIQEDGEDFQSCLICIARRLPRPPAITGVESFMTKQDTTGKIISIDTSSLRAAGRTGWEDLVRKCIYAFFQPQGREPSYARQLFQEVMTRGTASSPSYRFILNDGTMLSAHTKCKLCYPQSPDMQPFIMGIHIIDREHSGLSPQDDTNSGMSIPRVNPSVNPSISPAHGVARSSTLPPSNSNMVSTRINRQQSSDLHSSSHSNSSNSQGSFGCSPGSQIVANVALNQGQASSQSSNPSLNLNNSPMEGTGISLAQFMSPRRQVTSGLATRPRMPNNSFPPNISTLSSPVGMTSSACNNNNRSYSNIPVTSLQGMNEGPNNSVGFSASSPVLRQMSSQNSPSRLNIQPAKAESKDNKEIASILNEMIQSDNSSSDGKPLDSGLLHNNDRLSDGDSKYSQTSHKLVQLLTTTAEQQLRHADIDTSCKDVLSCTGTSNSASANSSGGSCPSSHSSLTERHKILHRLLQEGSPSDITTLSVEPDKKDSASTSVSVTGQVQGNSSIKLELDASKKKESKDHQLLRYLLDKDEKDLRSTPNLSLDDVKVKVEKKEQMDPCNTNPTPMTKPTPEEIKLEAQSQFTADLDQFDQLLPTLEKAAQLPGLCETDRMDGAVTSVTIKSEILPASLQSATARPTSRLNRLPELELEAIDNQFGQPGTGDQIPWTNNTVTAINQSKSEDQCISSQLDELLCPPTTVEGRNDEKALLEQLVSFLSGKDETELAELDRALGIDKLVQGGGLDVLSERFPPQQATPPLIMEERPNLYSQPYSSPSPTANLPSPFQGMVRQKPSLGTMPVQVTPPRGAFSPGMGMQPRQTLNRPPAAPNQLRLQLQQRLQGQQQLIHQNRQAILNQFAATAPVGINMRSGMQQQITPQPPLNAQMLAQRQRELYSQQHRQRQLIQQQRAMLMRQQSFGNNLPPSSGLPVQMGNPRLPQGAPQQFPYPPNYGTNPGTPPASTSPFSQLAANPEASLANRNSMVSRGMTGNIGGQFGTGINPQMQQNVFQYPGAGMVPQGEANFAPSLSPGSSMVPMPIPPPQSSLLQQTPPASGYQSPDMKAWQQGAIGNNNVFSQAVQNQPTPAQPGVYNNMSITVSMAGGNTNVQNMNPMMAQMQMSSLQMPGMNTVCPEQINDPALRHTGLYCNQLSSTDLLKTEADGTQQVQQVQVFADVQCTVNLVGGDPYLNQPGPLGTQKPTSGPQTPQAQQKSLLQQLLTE
NR2F2 inh = inhibitors of human COUP-TFII (NR2F2); HEK293T NGFI-A luciferase reporter, luminescence; inhibition, % at 8.6 µM; 370,000 tested, 0.7% active; AID 686940;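 active means inhibition above a per-plate cutoff, mean inhibition of test wells between control levels plus 3 SD, cut at about 38% in these data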;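 further: cells cotransfected with COUP-TFII expression vector driving the NGFI-A reporter; 0% = median of COUP-TF2 test wells and 100% = reporter-only cells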
NOD2-RIPK2 inh = NOD2-RIPK2 protein interaction inhibition; O43353; 360,000 tested, 0.38% active; inhibition, % at 4.98 µM; CHO BLA complementation NOD2-RIPK2, CCF4 ratio; in the data active means inhibition above about 21%;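 further: 0% = vehicle only and 100% = reference blocker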
TLR9-MyD88 block = blocks human TLR9 binding to MyD88. Q9NR96+Q99836. CHO BLA complementation TLR9-MyD88, CCF4 FRET ratio. inhibition, % at 4.98 µM. 340,000 tested, 0.21% active. AID 504734;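 active means inhibition above the mean over all tested compounds plus 3 SD, cut at about 21% in these data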;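 further: 0% = DMSO only wells and 100% = clavulanate BLA inhibitor control wells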
SRC3 inh = inhibitors of human steroid receptor coactivator 3 (SRC3). Q9Y6Q9. HEK293 GAL4-SRC3 luciferase reporter, luminescence. inhibition, % at 3.6 µM. 360,000 tested, 0.17% active. AID 588352;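 active means inhibition above a per-campaign cutoff, the mean of all compounds plus 3 SD, cut at about 60% in these data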;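 further: 0% = DMSO-treated cells and 100% = gossypol-treated cells at 36 µM; higher means less SRC3-driven luciferase light from the GAL4 reporter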
An asterisk follows results filed as active; x = no result given. Some of the compounds tested (hit frequency here may not be typical).

Order of results: NOD2-RIPK2 inh | NR5A2 inv ag | TROY NFkB inh | ABHD5 PLIN5 PPI | NCOA1 inh | SRC3 inh | TWEAK Fn14 block | Exocytosis inh | NCOA2 inhibitor | TLR9-MyD88 block | NR2F2 inh
CC(COc1cccc2ccccc12)CN1CCN(C)CC1 (stereo not given)
→ -2 | -33 | -5 | 3 | 8 | 0 | -8 | -1 | 7 | 0 | 10
O=C(Nc1ccccc1-c1nnn(CC(=O)N2CCCc3ccccc32)n1)c1ccc(Cl)cc1
→ -3 | 14 | -4 | -1 | -2 | -9 | 33 | 10 | 8 | -2 | -1
O=C(CCn1c(=O)oc2ccccc21)NCCCN1CCOCC1
→ -11 | -11 | -6 | 3 | 7 | 12 | 22 | 14 | -8 | -3 | 2
Cc1ccc(S(=O)(=O)N2CC=C(N)N2)cc1
→ -5 | -4 | -9 | 0 | -9 | 9 | -1 | -7 | 3 | 0 | -7
CCCOP(=O)(OCCC)C(Nc1ccc(C(C)C)cc1)c1ccc([N+](=O)[O-])cc1 (stereo not given)
→ -10 | 33 | -42 | -2 | -3 | 31 | -47 | 54 | 16 | 3 | 17
CCOC(=O)c1ccc(NC(=S)N(CCCN2CCCCC2)Cc2ccco2)cc1
→ -7 | -9 | -21 | 0 | 1 | 8 | -1 | -2 | -22 | -1 | 2
O=C(NNC(=O)c1nc(Cl)ccc1Cl)c1ccc(F)cc1
→ -7 | -18 | 4 | -6 | -9 | 12 | -16 | -2 | -9 | 10 | 2
O=C1CN(C(=O)CNCc2cccc(Cl)c2)c2ccccc2N1
→ -3 | 1 | 1 | 5 | 18 | 24 | -7 | 7 | 3 | 8 | -3
COc1ccccc1N1CCN(Cc2cn[nH]c2-c2ccc(F)cc2)CC1
→ -2 | 7 | -3 | 7 | 9 | 27 | -66 | 1 | 0 | -8 | 6
Cc1ccc(S(=O)(=O)CCSc2n[nH]c(=O)n2-c2ccccc2)cc1
→ 2 | 16 | -40 | 7 | -13 | 5 | -4 | 0 | 10 | x | 13
COc1ccc(NC(=S)N2CCC(C(=O)c3ccc(Cl)cc3)CC2)cc1
→ -10 | -6 | 4 | 4 | -6 | 2 | -3 | -4 | 8 | -1 | 5
O=C(c1cccs1)N1CCN(Cc2ccccc2)CC1
→ 3 | -12 | -24 | 5 | 1 | 21 | -8 | 2 | 2 | 1 | -3
CCC(C)CCCCNC1=NCCS1 (stereo not given)
→ -3 | 12 | 6 | 2 | -7 | 9 | 4 | 4 | -18 | -1 | -3
CCN(CC)c1ccc(NC(=O)CSc2nnc(N)s2)cc1C
→ 2 | 56 | -14 | -11 | -19 | -13 | -3 | -2 | -19 | -2 | 6
CC(Sc1nnc(C2CC2)n1C1CC1)C(=O)Nc1ccc(C(N)=O)cc1 (stereo not given)
→ -8 | 6 | -18 | -4 | -13 | 6 | -20 | -2 | 22 | -7 | 10
COc1cccc(-n2nnc3c(=O)n(CC(=O)N4CCCc5ccccc54)cnc32)c1
→ 1 | -2 | 0 | 5 | -14 | -2 | 7 | 0 | -5 | -7 | 10
O=C(N/N=C/c1cc(Cl)cc([N+](=O)[O-])c1O)c1cc(-c2ccccn2)nc2ccccc12
→ -8 | 10 | 1 | 5 | -12 | 7 | -6 | -1 | x | -7 | x
Cc1cc(C)nc(NS(=O)(=O)c2ccc(N3C(=O)c4ccccc4C3=O)cc2)n1
→ -4 | -3 | -9 | -4 | 1 | 4 | -14 | 9 | -13 | 1 | 7
CC(NC(=O)c1ccccc1F)C1CC1 (stereo not given)
→ -8 | -9 | -7 | 3 | 6 | 2 | 3 | -9 | 23 | 3 | 7
Cc1cc(=O)oc2c(C)c(OC(C)C(=O)NCC3CCC(C(=O)O)CC3)ccc12 (stereo not given)
→ 8 | -24 | -1 | -7 | -1 | 7 | 11 | -3 | -14 | 4 | 5
C=CCNC(=O)CSc1nc2sc(C)c(C)c2c(=O)[nH]1
→ -5 | 20 | -8 | -2 | 5 | -3 | -1 | -1 | -24 | 0 | 5
Cc1ccc(C(=O)O)cc1NC(=O)c1ccc2c(c1)C(=O)N(c1ccc([N+](=O)[O-])cc1)C2=O
→ -6 | -1 | -23 | 1 | -16 | -5 | 9 | -4 | -52 | -7 | -16
CCOc1cccc(CN2CCC(Oc3ccc(C(=O)N4CCCC4)cc3)CC2)c1
→ -1 | 13 | 4 | 0 | -1 | -15 | -8 | 0 | 4 | 1 | -5
Cc1cccc(OCCCC(=O)NNC(=O)c2ccccn2)c1
→ -4 | 8 | -2 | 2 | 16 | -3 | -4 | 8 | -4 | 5 | 2
COc1ccc(-n2c(SCC(=O)Nc3cc(C)on3)nc3c([nH]c4ccccc43)c2=O)cc1
→ -6 | 7 | -4 | 3 | 0 | -19 | -83 | -2 | 0 | -7 | 2
N/C(=N\O)C1COc2ccccc2O1 (stereo not given)
→ -9 | 2 | -3 | 0 | -6 | -9 | -3 | -1 | -14 | 13 | 14
CCC(C)N(C(=O)COc1ccccc1C(=O)NCc1ccccc1)C1CCS(=O)(=O)C1 (stereo not given)
→ -8 | -3 | -2 | 3 | -9 | 7 | 6 | -1 | 9 | -9 | 10
CCOc1ccc(CCNC(=O)CN2C(=O)COc3ccc(S(=O)(=O)N4CCOCC4)cc32)cc1
→ 3 | 4 | -7 | -2 | -4 | -3 | 1 | -4 | 20 | 0 | -1
CCCNC(=O)C1CCN(S(=O)(=O)c2ccc3nc4c(c(C(=O)O)c3c2)CCCCC4)CC1
→ 3 | 17 | -20 | -6 | -3 | 12 | -9 | -12 | 0 | -9 | -12
CCC(C)C(=O)Nc1nnc(SCC(=O)Nc2ccc(F)cc2)s1 (stereo not given)
→ 4 | -1 | 1 | -7 | 16 | 8 | -11 | -5 | -14 | 13 | -8
O=C1CCC(=O)N1c1ccccc1-c1ccccc1
→ -4 | -1 | x | -2 | 7 | -2 | 15 | -1 | -22 | -6 | 4
COc1ccccc1-c1nnc(SC)n1C
→ -1 | 3 | 14 | -2 | -1 | 7 | 7 | 0 | 7 | -3 | -18
CCCCn1c(N)c(N(C(=O)CSc2nncn2-c2ccccc2)C2CCCC2)c(=O)[nH]c1=O
→ 3 | -1 | -2 | 6 | -13 | 14 | 9 | -1 | 0 | -7 | -3
Fc1ccc(-n2nnc(-c3ccccc3)n2)cc1
→ -6 | -9 | -8 | -8 | -9 | 10 | -3 | -4 | -30 | 2 | -1
Cc1cc(NC(=O)C(C)Sc2nnc(NCc3ccco3)s2)no1 (stereo not given)
→ 7 | -4 | 1 | 14 | -13 | -9 | 38 | -3 | -19 | 4 | -13
CCC(C)NC(=O)NC1C(NC(=O)NC(C)CC)N(C)C(=O)N1C (stereo not given)
→ 7 | 15 | -12 | -1 | -14 | -18 | -8 | -4 | 3 | -3 | -14
CC(=O)CSc1nnc(-c2ccncc2)n1C
→ 3 | 24 | 14 | -1 | 6 | -16 | -16 | 1 | -6 | -7 | 7
Cc1ccc(N(CC(=O)NC2CCCCC2)C(=O)Cn2nnc(-c3ccc(C)o3)n2)cc1
→ -1 | 27 | -21 | 6 | -3 | -2 | 24 | -3 | -3 | -4 | 2
COc1ccc(CNC(=O)CN(C(=O)CCC(=O)Nc2nccs2)c2ccc3c(c2)OCO3)cc1
→ -6 | -2 | -21 | -2 | -9 | 8 | -27 | 1 | 14 | 0 | 9
COc1ccc(Cl)cc1NC(=O)CSc1nncn1-c1cccnc1
→ 1 | -9 | 7 | -4 | 3 | -19 | -10 | 2 | -25 | -11 | 1
CCc1ccccc1NC(=O)CCC(=O)Nc1nnc(C(C)C)s1
→ -1 | -5 | 8 | 4 | -18 | 15 | -29 | -10 | -39 | -3 | 2
CC(C)C(=O)Nc1ccc2c(c1)oc1ccccc12
→ 2 | -127 | -57 | 3 | -110 | -75 | -6 | 0 | -30 | 4 | -33
COc1ccc(N2CCN(Cc3nc4c(c(=O)n(C)c(=O)n4C)n3Cc3ccccc3C)CC2)cc1
→ 3 | -1 | 13 | 0 | 6 | -2 | 6 | 10 | 15 | 2 | 3
Nc1[nH]n(-c2ccccc2)c(=O)c1N=Nc1ccc2c(c1)OCO2
→ -3 | -26 | -25 | -9 | -55 | -28 | -5 | -4 | -22 | 1 | -17
c1coc(-c2nnc(-c3ccco3)nn2)c1
→ -4 | 0 | 3 | 5 | -45 | -31 | 16 | 7 | -88 | -1 | -5
CCN(CC)CCNC(=O)c1ccc(N2CCCCC2)c(NS(=O)(=O)c2ccc(C)cc2)c1
→ 5 | -30 | x | 6 | 2 | 13 | 16 | 22 | 10 | -3 | 11
CCOc1ccccc1C1NC(=O)NC(C)=C1C(=O)OC1CCCCC1 (stereo not given)
→ -5 | -6 | 4 | 5 | 10 | 22 | 8 | -5 | -5 | 4 | -15
COc1ccc(CN(C(=O)COc2ccccc2)c2ccccc2C(=O)O)cc1
→ 10 | 10 | 12 | -1 | -4 | 12 | -3 | -9 | -6 | -4 | 3
O=C(CSc1nnc(-c2cccc(S(=O)(=O)N3CCOCC3)c2)n1C1CCCCCC1)NCc1ccccc1
→ 3 | 3 | 6 | 4 | -7 | -9 | 2 | -2 | 1 | 1 | 1
CC1CCCCN1Cc1ccc(-c2nn[nH]n2)cc1 (stereo not given)
→ 4 | 9 | 9 | 0 | 4 | 2 | 11 | -2 | -25 | 7 | -7
COc1cc(CCC(=O)OCC(N)=O)cc(OC)c1OC
→ -2 | 4 | 13 | -1 | -26 | 22 | -11 | -4 | 4 | -1 | -3
CSc1ccc(S(=O)(=O)NCCSc2ccccn2)cc1
→ -22 | 23 | -7 | 11 | -17 | -7 | 0 | -4 | 8 | -15 | 12
O=C(NCC(=O)N1CCN(c2ccccc2)CC1)c1cccs1
→ -15 | -36 | -20 | 4 | -14 | -22 | 0 | 2 | 1 | 0 | -11
CN(C)c1ccnc(-n2cccc2/C=N/O)c1C#N
→ 3 | 7 | 2 | 7 | 4 | 13 | 10 | 2 | 12 | x | 3

One compound at a time (already shown):
Results for `O=C(CSc1nnc(-c2cccc(S(=O)(=O)N3CCOCC3)c2)n1C1CCCCCC1)NCc1ccccc1` = NOD2-RIPK2 inh = 3; NR5A2 inv ag = 3; TROY NFkB inh = 6; ABHD5 PLIN5 PPI = 4; NCOA1 inh = -7; SRC3 inh = -9; TWEAK Fn14 block = 2; Exocytosis inh = -2; NCOA2 inhibitor = 1; TLR9-MyD88 block = 1; NR2F2 inh = 1
Results for `CCOc1ccc(CCNC(=O)CN2C(=O)COc3ccc(S(=O)(=O)N4CCOCC4)cc32)cc1` = NOD2-RIPK2 inh = 3; NR5A2 inv ag = 4; TROY NFkB inh = -7; ABHD5 PLIN5 PPI = -2; NCOA1 inh = -4; SRC3 inh = -3; TWEAK Fn14 block = 1; Exocytosis inh = -4; NCOA2 inhibitor = 20; TLR9-MyD88 block = 0; NR2F2 inh = -1
Results for `CCN(CC)CCNC(=O)c1ccc(N2CCCCC2)c(NS(=O)(=O)c2ccc(C)cc2)c1` = NOD2-RIPK2 inh = 5; NR5A2 inv ag = -30; TROY NFkB inh = x; ABHD5 PLIN5 PPI = 6; NCOA1 inh = 2; SRC3 inh = 13; TWEAK Fn14 block = 16; Exocytosis inh = 22; NCOA2 inhibitor = 10; TLR9-MyD88 block = -3; NR2F2 inh = 11

Screening results as filed in PubChem.
